# Bioassay records (PubChem)
# GLA spleen mod – inhibits or activates alpha-galactosidase in human spleen homogenate; P06280; human spleen homogenate, 4MU-alpha-Gal fluorescence, 40 min; Potency, µM (top dose mostly 80 µM), inactives show at the top dose activity change, negative = inhibition, actives largely listed as inhibitors; actives 0.008% (n = 240,000);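 also: 0% = enzyme with vehicle and -100% = no enzyme basal signal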
# Target sequence (P06280 32-429 limits assumed): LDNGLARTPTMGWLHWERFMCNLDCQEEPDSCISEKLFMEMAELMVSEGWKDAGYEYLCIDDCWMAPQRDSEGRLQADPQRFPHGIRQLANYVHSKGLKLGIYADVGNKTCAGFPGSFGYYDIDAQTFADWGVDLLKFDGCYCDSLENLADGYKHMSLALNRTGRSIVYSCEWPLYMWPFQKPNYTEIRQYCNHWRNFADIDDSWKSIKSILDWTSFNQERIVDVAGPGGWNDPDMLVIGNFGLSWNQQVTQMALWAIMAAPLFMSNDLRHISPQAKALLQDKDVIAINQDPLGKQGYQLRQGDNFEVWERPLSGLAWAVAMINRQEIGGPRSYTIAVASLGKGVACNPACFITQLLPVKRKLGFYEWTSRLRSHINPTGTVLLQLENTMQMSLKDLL
#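 Inhibition or activation of alpha-galactosidase in human spleen homogenate is scored by 4-MU fluorescence after 40 min at 37C, pH 5.0, with 1 mM substrate. AC50s come from concentration-response fitted to the Hill equation.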
# ALDH1A1 block – ALDH1A1 (human) enzyme inhibition | P00352 | Purified ALDH1A1, NADH fluorescence, propionaldehyde substrate | Potency, µM (doses to about 75.3 µM), inactives show at the highest dose activity, negative = inhibition, actives largely listed as inhibitors | actives 7.3% (n = 220,000) | AID 1030; active = well fitted inhibition curve with a large enough effect, not every such curve was filed as active; inconclusive = small, poorly fitted or top-dose-only effect, or another doubt; inactive = no such curve, though single readings can be large or run the other way;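 also: plate controls were no enzyme wells and a reference inhibitor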
# Target sequence (P00352 whole entry, looked up): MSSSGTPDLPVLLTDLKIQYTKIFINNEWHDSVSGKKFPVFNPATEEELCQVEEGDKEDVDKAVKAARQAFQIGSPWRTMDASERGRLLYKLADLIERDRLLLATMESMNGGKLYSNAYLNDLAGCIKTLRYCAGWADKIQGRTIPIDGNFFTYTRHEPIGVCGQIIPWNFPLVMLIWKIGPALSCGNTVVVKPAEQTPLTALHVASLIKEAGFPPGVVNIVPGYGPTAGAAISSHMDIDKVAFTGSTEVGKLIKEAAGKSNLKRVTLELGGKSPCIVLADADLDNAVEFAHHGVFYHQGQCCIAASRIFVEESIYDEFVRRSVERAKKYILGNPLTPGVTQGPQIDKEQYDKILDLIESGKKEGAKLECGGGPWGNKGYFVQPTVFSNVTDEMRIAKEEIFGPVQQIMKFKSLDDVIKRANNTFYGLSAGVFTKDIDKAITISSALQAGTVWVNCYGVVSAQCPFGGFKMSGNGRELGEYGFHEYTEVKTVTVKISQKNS
# NPSR antag – blocks cAMP signaling of the human neuropeptide S receptor. CHO-NPSR cells, cAMP TR-FRET, antagonist mode. Potency, µM (titrated, usually from 38.3 µM), inactives show at the top dose activity change, negative = inhibition, actives largely listed as inhibitors. actives 1% (n = 220,000). AID 1461; also: % is scaled to controls: 0 for no effect and ±100 for the full control effect; nearly all actives have a fitted effect of over 50% in size; many of its hits are not listed in these tables
# Epigenetic derep – derepresses silenced GFP reporter in murine cells | Potency, µM (titrated, usually from 53.9 µM), inactives show top-dose GFP activation, hits mostly activators | actives 0.2% (n = 280,000) | AID 1865 | murine LDR cells, GFP reporter derepression, 30 h; also: % of control where 0% means no effect; nearly all actives have a fitted effect of over 60% in size
#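 Reporter derepression read as number of fluorescent GFP-positive objects, 20-120 um in size, counted by laser-scanning cytometer. Mouse LDR line with an epigenetically silenced CMV-GFP locus; compound incubation 30 h, 37 C.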
# GAA spleen mod – lysosomal alpha-glucosidase (human) modulation; P10253; human spleen homogenate, 4-MU-alpha-glucoside fluorescence; Potency, µM (titrated, usually from 79.9 µM), for the others: at the highest dose activity change, negative = inhibition, hits mostly inhibitors; actives 0.006% (n = 240,000); AID 2112;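 also: 0% = enzyme with vehicle and -100% = no enzyme basal signal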
#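 Compounds were titrated against alpha-glucosidase in spleen homogenate at pH 5.0, with 1 mM 4-methylumbelliferyl substrate for 40 min at 37 C. Reactions were quenched with pH 10 NaOH/glycine and fluorescence measured.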
# GAA glycogen mod – inhibitors or activators of human alpha-glucosidase glycogen cleavage; Potency, µM (doses to about 76.4 µM), for inactives: at the top dose activity change, negative = inhibition, actives largely listed as inhibitors; actives 0.38% (n = 300,000); P10253; recombinant GAA, glycogen substrate, Amplex Red glucose oxidase fluorescence; AID 2100;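 also: 0% = full enzyme reaction and -100% = no-enzyme basal signal; the screen sought inhibitors and activators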
#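 Recombinant enzyme (4 nM final) with compounds titrated up to 77 uM and bovine liver glycogen (30 ug) in citrate pH 5.0, 0.01% Tween-20, 37 C 40 min. Released glucose detected by Amplex Red/glucose oxidase (Ex 573/Em 610); AC50 from Hill fits.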
# GAA inh – blocks human lysosomal alpha-glucosidase; actives 0.005% (n = 200,000); P10253; purified human GAA, 4-MU-alpha-glucoside fluorescence; Potency, µM (top dose mostly 76.9 µM), inactives show at the top dose activity change, negative = inhibition, hits mostly inhibitors;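 also: plate controls were uninhibited enzyme wells for no effect and no-enzyme background for full effect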
#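 AC50 values come from Hill fits of compound titrations (up to 77 uM) against 4 nM human enzyme. Substrate 4-methylumbelliferyl-alpha-D-pyranoside at 400 uM, pH 5.0 citrate buffer, 20 min room temperature; fluorescence Ex 365/Em 440 after alkaline stop.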
# Tau fluor cs – counter-screen for tau fibril formation inhibitors; tau K18 P301L Alexa594 fluorescence, heparin fibrillization; actives 0.93% (n = 280,000); Potency, µM (highest dose often 57.7 µM), for the others: at the top dose activity change, negative = decrease; also: % is scaled to controls: 0 for no effect and ±100 for the full control effect; nearly all actives have a fitted effect of over 55% in size
#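 Human tau K18 P301L (15 uM unlabeled, 0.24 uM Alexa 594-labeled) in 100 mM sodium acetate pH 7 with 20 uM heparin, 6 hr at 37 C. ThT 30 uM added, 1 hr ambient; Alexa 594 FP and total fluorescence read at 555/632 nm.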
# Numbers without * were called inactive; u = inconclusive; x = no result given; [ ] = remark or other dose. Unless noted, calls follow the shape of the dose curve; as a rule, active = well fitted curve in the direction sought with a large enough effect; inconclusive = small, poorly fitted or top-dose-only effect, or another doubt; inactive = no such curve, though single readings can be large; an effect the other way counts as inactive or inconclusive. Potency is read from the fitted curve at half-maximal effect. A portion of the library (hit frequency here may not be typical).
SMILES,GLA spleen mod,ALDH1A1 block,NPSR antag,Epigenetic derep,GAA spleen mod,GAA glycogen mod,GAA inh,Tau fluor cs
Cc1ccc(OCC(=O)N(Cc2ccc(N(C)C)cc2)C2CCS(=O)(=O)C2)cc1C (stereo unspecified),-13%,x,-1%,0.0%,4%,-14%,x,-25%
COc1ccc(C(=O)Oc2ccc(/C=N/NC(=O)c3ccccc3OC)cc2[N+](=O)[O-])cc1,3%,0%,9%,-1.0%,-1%,9%,u,-8%
O=C(N/N=C/c1cc2c(cc1[N+](=O)[O-])OCO2)c1cccnc1,-13%,x,-34%,0.1%,-1%,9%,x,x
CC(C)(C)OC(=O)NCCCC[C@H](NC(=O)c1nc[nH]c1C(=O)N[C@@H](CCCCNC(=O)OC(C)(C)C)C(=O)OC(C)(C)C)C(=O)OC(C)(C)C,-2%,x,-37%,-3.0%,-5%,-8%,x,8%
O=C(Oc1ccc2ccccc2c1Cl)N1CCCC1,3%,-8%,-10%[46.1 µM],-2.1%,-6%,-6%,-3%,-9%
CCCc1nc2oc3ccccc3c(=O)c2c(=O)n1-c1ccc(C)cc1,-4%,x,-20%,-2.8%,-7%,-6%,x,11%
O=C(NC1CCCCC1)C(c1ccc(F)cc1)N(Cc1ccco1)C(=O)Cn1nnc2ccccc21 (stereo unspecified),2%,16%,-10%[46.1 µM],0.0%,-2%,-6%,-1%,6%
O=[N+]([O-])c1cccc(/C=C/c2nc(C=Nc3ccc4ccccc4c3)c(O)o2)c1,13%,9%,3%[46.1 µM],-2.0%,-11%,5%,1%,-15%
Cc1ccc([N+](=O)[O-])cc1NC(=O)C[n+]1ccccc1,-7%,8%,6%,0.0%,-14%,-7%,4%,6%
CCOc1ccc(NC(=O)C2Cc3ccccc3CN2S(=O)(=O)CC)cc1 (stereo unspecified),-7%,-1%,7%,-0.2%,-5%,8%,1%,-8%
O=C(NCCc1ccc(Cl)cc1)C1CCC(=O)N1Cc1ccc(F)cc1 (stereo unspecified),-3%,2%,-10%[46.1 µM],-0.4%,-1%,1%,0%,-7%
OCCn1c(CSc2nc3ccccc3n2CCO)nc2ccccc21,-8%,6%,-17%[46.1 µM],-1.0%,-3%,11%,2%,-10%
S=c1[nH]nc(CN2CCCC2)n1Cc1ccccc1,-5%,10%,4%,0.2%,-15%,-1%,7%,4%
CCC(NC(=O)COc1ccc([N+](=O)[O-])cc1)c1ccccc1 (stereo unspecified),2%,u,-8%,-3.2%,9%,16%,0%,-12%
Cc1ccc(NC(=O)c2ccc(Cn3cc(Br)cn3)o2)cc1,1%,u,-1%[46.1 µM],-1.2%,-1%,-5%,-7%,-21%
O=C(Cn1c(=O)oc2ccccc21)Nc1n[nH]c(=S)s1,-2%,x,7%,2.3%,-10%,-22%,x,-13%
COc1ccc(OCC2CC3C(CCC(C)C3c3ccc(Br)cc3)C(=O)O2)cc1 (stereo unspecified),9%[17.5 µM],0%[13.5 µM],x,0.0%[10.1 µM],-5%[17.4 µM],x,x,-18%[11.6 µM]
COCCN1CCC(CNCc2c(C(=O)N3CCCCC3)nc3c(C)cccn23)C1 (stereo unspecified),-9%,x,32%,4.3%,-7%,7%,x,-8%
CCOC(=O)c1cc(C)n(-c2c(C)n(C)n(-c3ccccc3)c2=O)c1C,-2%,5%,-2%[46.1 µM],0.8%,-18%,5%,-2%,1%
CC(C)(C)c1nnc(NC(=S)Nc2ccccc2)s1,1%,25µM*,2%,u,-1%,-19%,12%,-16%
O=C(CNC(=O)c1ccco1)OC(C(=O)c1ccccc1)c1ccccc1 (stereo unspecified),4%,-1%,-10%[46.1 µM],-1.1%,-6%,10%,-8%,-1%
COCCN(CCOC)C(=O)c1c[nH]c2ccc(S(=O)(=O)N(C)c3ccc(F)cc3)cc2c1=O,19%,13%,-11%[46.1 µM],-1.2%,10%,15%,11%,-2%
CC(C)c1ccc(NC(=O)CSc2n[nH]c(=O)n2Cc2ccco2)cc1,-5%,-11%,-17%,-0.3%,-8%,2%,-13%,-6%
O=C(CNC(=S)N(CCCN1CCOCC1)Cc1cccs1)NC1CC1,4%,6%,-6%,-0.9%,7%,-4%,-4%,-4%
CNC(=O)c1cc2c(=O)n3cc(C)ccc3nc2n(C(C)C)c1=N,u,u,-14%[46.1 µM],0.5%,6%,7%,u,-2%
Cc1ccc(Cn2c(N3CCCCCC3)nc3c2c(=O)[nH]c(=O)n3C)cc1,2%,1.6µM*,-16%[46.1 µM],-10%,-1%,-6%,-2%,-9%
Cc1cc(C)nc(-n2ncc(C#N)c2N)n1,10%,13%,-18%,-0.1%,1%,1%,x,-2%
Cc1cccc2cc(C#N)c(SCC(=O)Nc3ccccc3N3CCOCC3)nc12,3%,u,-18%[46.1 µM],-2.0%,-3%,2%,1%,3%
NC(=O)c1c(NC(=O)c2cnccn2)sc2c1CCCC2,-7%,20µM*,-2%,-2.5%,0%,8%,-11%,-1%
Cc1ccc(S(=O)(=O)NCCNC(=O)c2nonc2N)cc1,7%,4%,5%,-3.0%,6%,5%,-5%,2%
C=CCn1c(N)c(C(=O)N2CCOCC2)sc1=S,-2%,u,-1%[46.1 µM],-1.0%,-5%,2%,-6%,-2%
COC(=O)c1cnn2c3c(c(C)nc12)CCCC3,3%,u,10%[46.1 µM],2.8%,-4%,6%,-1%,-14%
Cc1c(Cl)cccc1NC(=O)[C@@H](NC(=O)c1ccccc1Cl)C(C)C,4%,3%,-6%,0.0%,4%,1%,7%,-12%
Cc1cc(Br)ccc1SCC(=O)OCC(=O)Nc1ncc(C(F)(F)F)cc1Cl,-7%,-4%,-1%,1.3%,-1%,3%,-11%,-20%
CC(=O)N(Cc1cccnc1)Cc1cc2ccc(C)cc2[nH]c1=O,-20%,-9%,-21%[46.1 µM],-0.7%,-2%,2%,2%,1%
CC1CCCC(NC(=O)C2CCC(CNc3c(N4CCCC4)c(=O)c3=O)CC2)C1C (stereo unspecified),-6%,x,1%,0.1%,-4%,9%,x,-14%
COc1cc(C(=S)N2CCOCC2)cc(OC)c1OC,2%,x,13%,-1.0%,3%,-8%,x,u
CC(C)NC(=O)Cn1c(SCC(=O)N2CCCc3ccccc32)nc2ccccc21,5%,2%,-15%[46.1 µM],3.7%,1%,4%,-1%,-2%
COc1cc(-c2csc(C)n2)ccc1O,0%,0%,6%[46.1 µM],-1.0%,1%,u,-7%,0%
CC(=O)OC1CCC2(C)C3CCC4(C)C(CC5CCCCC54C(C)=O)C3CC(=O)[C@@]2(O)C1 (stereo partly specified),6%,-6%,x,-1.4%,-6%,x,x,0%

# An excerpt of these results, bar-delimited:
Molecule | GLA spleen mod | ALDH1A1 block | NPSR antag | Epigenetic derep | GAA spleen mod | GAA glycogen mod | GAA inh | Tau fluor cs
Cc1cc(Br)ccc1SCC(=O)OCC(=O)Nc1ncc(C(F)(F)F)cc1Cl | -7% | -4% | -1% | 1.3% | -1% | 3% | -11% | -20%
CC1CCCC(NC(=O)C2CCC(CNc3c(N4CCCC4)c(=O)c3=O)CC2)C1C (stereo unspecified) | -6% | x | 1% | 0.1% | -4% | 9% | x | -14%

# Taken from above.
# GLA spleen mod, CC1CCCC(NC(=O)C2CCC(CNc3c(N4CCCC4)c(=O)c3=O)CC2)C1C (stereo unspecified) : -6%
# GAA spleen mod, COCCN(CCOC)C(=O)c1c[nH]c2ccc(S(=O)(=O)N(C)c3ccc(F)cc3)cc2c1=O : 10%
# GAA inh, Cc1cccc2cc(C#N)c(SCC(=O)Nc3ccccc3N3CCOCC3)nc12 : 1%

# Later entries:
SMILES,GLA spleen mod,ALDH1A1 block,NPSR antag,Epigenetic derep,GAA spleen mod,GAA glycogen mod,GAA inh,Tau fluor cs
O=C(CN1CCCc2ccccc21)NCc1ccc2c(c1)OCO2,-7%,u,-25%[46.1 µM],-0.4%,-12%,-23%,-2%,-6%
CC(C)(C)c1ccc(/C=N/NC(=S)NC2CCCCC2)cc1,0%,13%,-34%,-2.0%,-6%,2%,-2%,-20%
C/C=N\NC(=O)CNC(=O)CNC(=O)c1ccccc1,4%,12%,24%,1.7%,-5%,-5%,-7%,10%
CC(O)CNCc1ccc(-c2ccccc2)cc1 (stereo unspecified),1%,19%,4%[46.1 µM],-1.4%,-16%,0%,-7%,-3%
CC(=O)c1cccc(NC(=O)CN(c2ccc(C)cc2)S(=O)(=O)c2cccc3nonc23)c1,5%,2%,-25%[46.1 µM],3.1%,2%,-3%,-5%,-17%
C=CCN(CC=C)c1nc2ccccc2nc1C(C#N)C(=O)OCCOC (stereo unspecified),26%,u,-19%[46.1 µM],5.2%,7%,-18%,4%,-22%
O=C1CC(c2ccccc2)=NN1c1ccc([N+](=O)[O-])cc1,11%,5%,u,0.0%,8%,u,-18%,u
Cc1cc(=O)c2cc(Br)ccc2[nH]1,3%,8%,-2%[46.1 µM],4.8%,-1%,0%,-4%,-5%
COC(=O)c1ccc(COc2ccccc2/C=N/Nc2cccc(C(=O)O)c2)cc1,12%,u,-2%,-3.4%,-1%,u,0%,-8%
O=C(Cn1nc(CNc2ccc(Br)cc2)[n+]2c1CCCCC2)c1ccc([N+](=O)[O-])cc1,-7%,x,-58%,-1.7%,0%,3%,x,-22%
CCn1c(SCC(=O)O)nnc1C1CCCCC1,5%,5%,-3%[46.1 µM],-1.0%,-1%,0%,-2%,-11%
O=C(CCC(=O)c1ccc(F)cc1)Nc1cc(Cl)cc(Cl)c1,-2%,10%,-23%[46.1 µM],2.3%,-9%,7%,0%,-21%
CN(C)S(=O)(=O)c1ccc(C(=O)NCc2ccccc2)cc1,-8%,u,4%[46.1 µM],-0.2%,-15%,3%,-9%,-8%
CCOCCCn1cnc2c(c1=O)c1nc3ccccc3nc1n2-c1ccc(C)cc1,1%,3%,-27%[46.1 µM],0.9%,-4%,7%,-1%,-2%
CCOC(=O)C1=C(CC)Nc2ccccc2N=C1NC(=O)CCNC(C)=O,0%,0%,3%,0.0%,-2%,-6%,-10%,5%
NC(=O)c1ccc(Br)c(S(=O)(=O)N2CCCCC2)c1,7%,5%,7%[46.1 µM],-1.0%,-2%,5%,-8%,-9%
CCOC(=O)N1CCN(S(=O)(=O)c2c(C)[nH]c(=O)[nH]c2=O)CC1,-2%,10%,5%[46.1 µM],-1.8%,-6%,3%,-5%,-6%
CCOc1ccc(C(=O)Nc2ccccc2-c2ccccc2)cc1Cl,-9%,u,u,-0.9%,-5%,-9%,-3%,-26%
COc1cccc(CC(NC(C)=O)C(=O)NC2CCN(c3nc(C)cc(C)c3C#N)CC2)c1 (stereo unspecified),11%,u,-12%[46.1 µM],2.0%,-21%,2%,1%,-6%
